Screening data (PubChem BioAssay)
RAD54 inh: inhibitors of human RAD54 branch migration. RAD54 Holliday junction branch migration, FAM/BHQ fluorescence. 0.14% of 360,000 active. inhibition, % at 10.4 µM. Q92698;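 active = mean normalized replicate activity at least 40 and at least half of replicates scoring 40 or more; inconclusive = only one of the two criteria met; inactive = mean below 40 and under half of replicates reaching 40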;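 note: 0% = median of neutral control wells and 100% = median of positive control wells; inhibitors cause a drop in the FAM fluorescence signal; in these data hits start at about 50%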
Target sequence (Q92698 whole entry, looked up): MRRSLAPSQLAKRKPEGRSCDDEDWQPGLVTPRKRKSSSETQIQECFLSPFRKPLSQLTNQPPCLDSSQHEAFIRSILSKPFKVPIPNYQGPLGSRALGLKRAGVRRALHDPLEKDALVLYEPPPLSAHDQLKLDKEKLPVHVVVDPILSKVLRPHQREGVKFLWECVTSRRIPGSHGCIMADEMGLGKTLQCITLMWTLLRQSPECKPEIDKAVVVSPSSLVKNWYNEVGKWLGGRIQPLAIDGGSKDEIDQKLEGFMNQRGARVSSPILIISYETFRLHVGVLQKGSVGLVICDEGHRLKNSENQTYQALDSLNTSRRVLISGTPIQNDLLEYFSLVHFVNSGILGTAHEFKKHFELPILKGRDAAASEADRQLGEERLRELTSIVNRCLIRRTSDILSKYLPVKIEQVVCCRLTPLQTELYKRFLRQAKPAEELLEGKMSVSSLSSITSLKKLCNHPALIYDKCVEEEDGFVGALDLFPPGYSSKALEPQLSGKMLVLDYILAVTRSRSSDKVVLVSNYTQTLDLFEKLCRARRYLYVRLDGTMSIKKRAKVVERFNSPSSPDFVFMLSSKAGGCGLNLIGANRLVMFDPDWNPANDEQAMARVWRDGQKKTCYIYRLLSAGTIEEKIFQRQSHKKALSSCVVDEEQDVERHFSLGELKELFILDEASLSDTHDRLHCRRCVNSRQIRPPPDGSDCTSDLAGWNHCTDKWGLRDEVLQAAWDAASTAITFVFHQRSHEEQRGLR
RAD52 inh: inhibitors of human RAD52 DNA annealing; P43351; AID 651710; 0.46% of 360,000 active; recombinant RAD52 DNA annealing, FRET fluorescence; inhibition, % at 18.7 µM;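 active = every replicate showing at least 50% inhibition; inconclusive = mean inhibition at least 50% but not in every replicate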
ERp5 inh: inhibitors of human ERp5. Q15084. ERp5 insulin aggregation, absorbance 650 nm, 90 min. inhibition, % at 9.99 µM. 0.05% of 350,000 active;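 active = mean replicate inhibition above about 25%, with every replicate also reaching it, limit read from the data, passing the limit was not always enough; inconclusive = only one of those two criteria met; inactive = neither criterion met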
E-selectin induc: induces E-selectin expression in human endothelial cells; P16581; HUVEC E-selectin immunofluorescence imaging; normalized: neutral wells 0, TNF-alpha wells 100; activation, % at 7.58 µM; 0.37% of 260,000 active;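 active = mean E-selectin-positive cell signal at least 10% of the positive control, reached in at least 60% of replicates, without over 20% cell loss; inconclusive = no rule given, readout overlaps actives, possibly toxicity-flagged; inactive = the rest, including those meeting only one limit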;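 note: in these data hits start at about 27%; measured in HUVEC primary endothelial cells; signal is the percent of cells scored E-selectin positive by PE staining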
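System: HUVEC / Compound: single concentration / Signal: immunofluorescence imaging / Read-out: percent E-selectin-positive cells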
ARNT TACC3 PPI: disruptors of human ARNT/TACC3 interaction; AlphaScreen His-ARNT PAS-B/GST-TACC3 binding, luminescence; TACC3 fragment carries E629A point mutation; inhibition, % at 9.99 µM; 0.66% of 390,000 active; AID 623870;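 active = mean inhibition of replicates at least 50% and at least half of replicates each reaching 50%; inconclusive = half or more replicates reach 50% but mean below 50%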;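 note: 0% = complete ARNT plus TACC3 wells and 100% = ARNT alone without TACC3; many hits fall short of the cut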
PglD inh: PglD (C. jejuni) enzyme inhibition. inhibition, % at 12.5 µM. purified PglD enzyme, DTNB colorimetric CoA detection. 0.098% of 360,000 active; in the data active = inhibition above about 16%, passing the limit was not always enough; inconclusive = no clear call, values can overlap the other calls; note: strong numbers were not always called active
esBAF inh: blocks esBAF chromatin remodeling in mouse ES cells; AID 602393; Bmi1-luciferase knock-in reporter, 24 h; 100% = twice the neutral-well signal; 2% of 350,000 active; reporter increase, % at 12.5 µM; in the data active = activation above about 40%; inconclusive = no clear call, values can overlap the other calls;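 note: 0% = median of the plate's neutral control wells and 100% = double that signal; a rise in the Bmi1 reporter signal indicates esBAF inhibition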
CASP6 VEID inh: inhibitors of human caspase-6; purified caspase-6, Z-VEID-R110 cleavage fluorescence; inhibition, % at 12.5 µM; 0.53% of 350,000 active; AID 686996;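 active = mean inhibition across replicates at least about 35%, with every replicate also reaching that limit, limit read from the data; inconclusive = only one of the two criteria met; inactive = neither criterion met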;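 note: 0% = median of neutral control wells and 100% = no fluorescence left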
Target sequence (P55212 24-179 limits assumed): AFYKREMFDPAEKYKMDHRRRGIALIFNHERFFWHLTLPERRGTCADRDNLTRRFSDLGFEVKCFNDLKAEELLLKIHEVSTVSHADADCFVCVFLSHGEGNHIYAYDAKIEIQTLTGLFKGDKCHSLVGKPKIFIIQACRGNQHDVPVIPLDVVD
Target sequence (P55212 194-293 limits assumed): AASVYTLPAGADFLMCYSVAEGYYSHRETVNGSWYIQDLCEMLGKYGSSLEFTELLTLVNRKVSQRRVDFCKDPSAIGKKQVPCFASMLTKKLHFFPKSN
The depositor's hits bear a star; ? = inconclusive; . = not tested or not shown; & = joins results of further samples. No enrichment for hits; any-hit rate near 3.2%.

SMILES	RAD54 inh	RAD52 inh	ERp5 inh	E-selectin induc	ARNT TACC3 PPI	PglD inh	esBAF inh	CASP6 VEID inh
O=C(NCC1CCCO1)c1nn2c(C(F)(F)F)cc(-c3ccco3)nc2c1Cl (centres undefined)	2	-12	0	-0.5	7	-1	-4	-5
CC(Sc1n[nH]c(N)n1)C(=O)NC1CCCCC1C (centres undefined)	-13	-10	0	-0.4	-11	-2	.	-3
O=C(NCCN1C(=O)S/C(=C\c2ccccc2F)C1=O)C1CCCN1C(=O)c1cccs1 (centres undefined)	.	-7	-2	-1.1	1	.	.	2
COc1cccc(-c2ccc([C@@H]3[C@H](CO)N(C(C)=O)C34CN(C(C)=O)C4)cc2)c1	.	-5	-1	0.2	.	.	.	2
O=C(CSc1nnc(CNC(=O)c2cccs2)o1)Nc1ccccc1F	12	-17	4	.	2	-7	12	-2
N/C(=N\OC(=O)c1ccc(Cl)cc1)c1[nH]ncc1Br	-1	-9	5	.	4	5	-65	3
CC(C)NC(=O)N1C[C@@H]2[C@H](c3ccccc31)[C@H](CO)N2C(=O)c1ccccn1	-1	-7	0	0.4	3	1	1	-3
C[C@@H]1CN([C@H](C)CO)C(=O)c2cc(NC(=O)CCN3CCOCC3)ccc2O[C@H]1CN(C)S(=O)(=O)c1ccc(F)cc1	0	8	-2	0.2	3	0	1	3
COc1[nH]c2ccc(F)cc2c1C(=O)OCC1CCN(CCNS(C)(=O)=O)CC1	26	19	0	-0.1	3	5	1	4
CN(C)CCCN(C(=O)c1ccc(S(=O)(=O)N2CCCCC2)cc1)c1nc2cc3c(cc2s1)OCO3	14	36	3	.	11	0	-7	-20
COc1cccc(NC(=O)c2ncc(Cl)c(Cl)c2Cl)c1	-6	-16	5	.	-1	1	5	.
COc1ccc(-c2ccc(C(C)=O)cc2)cc1[C@H]1[C@H]2C=CC[C@@H](C)[C@@H]2C(=O)N1Cc1ccccc1	2	7	1	0.8	1	-3	-2	3
COC(=O)C1CCN(C2CN(Cc3ccc(F)cc3)S(=O)(=O)C2)CC1 (centres undefined)	2	-16	-2	.	.	-2	-1	-1
CCCCCNC(=O)c1ccc2c(=O)n(CCCN3CCCC3=O)c(=S)[nH]c2c1	.	-13	5	5.2	-2	.	-1	-6
CC1(C)N=C(N)N=C(N)N1c1ccc(OCCCOc2ccccc2)c(Cl)c1	-6	-12	3	-0.2	-7	2	-15	-5
C/C=C/c1ccc(C2[C@H]3CNC[C@@H]2N3C(=O)Nc2cc(F)ccc2F)cc1 (some centres undefined)	.	8&14	13&-5	0.0&0.4	.	.	.	2&-1
Cn1c(SCC(=O)NC(=O)Cc2ccccc2)nnc1-c1ccc(F)cc1	-2	-8	-1	0.0	-9	2	-5	2
COCCOC(=O)N1C(=O)[C@@]2(c3ccccc31)[C@H](C(=O)N1CCc3cc(OC)c(OC)cc3C1)[C@H]1C(=O)O[C@H](c3ccccc3)[C@H](c3ccccc3)N1[C@@H]2c1ccc(O)cc1	3	-1	-2	.	19	7	.	1
CCOC(=O)CSCc1cn2cc(Cl)ccc2n1	.	-6	1	.	1	.	.	1
COc1ccc(/C=C(\C#N)C(=O)Nc2cc(C)c(Cl)cc2OC)cc1O	.	-48	1	-0.5	2	.	.	-2
CCOC(=O)C1C(=O)CC(=O)CC1CC(C)SCC (centres undefined)	6	.	.	.	4	-1	-7	.
CCOC(=O)/C(C#N)=C/C=C1/C=CC=CN1C	-17	-35	9	.	1	-3	.	-5
COc1ccc(Cn2c(C(C)C)nc3sc4ccccc4c(=O)c3c2=O)cc1	6	0	0	.	4	-2	.	4
COc1ccccc1NC(=O)/C(C#N)=C/c1ccc(OCCN2CCOCC2)c(OC)c1	-2	.	.	.	-2	-1	16	.
CC1(C)CC2CC(C)(CN2S(=O)(=O)c2ccc(C(=O)Nc3ccc(S(=O)(=O)N4CCOCC4)cc3)cc2)C1 (centres undefined)	.	-12	3	1.6	-18	.	.	1

Quoted from the entries so far, 2 compounds:
SMILES	RAD54 inh	RAD52 inh	ERp5 inh	E-selectin induc	ARNT TACC3 PPI	PglD inh	esBAF inh	CASP6 VEID inh
CC1(C)N=C(N)N=C(N)N1c1ccc(OCCCOc2ccccc2)c(Cl)c1	-6	-12	3	-0.2	-7	2	-15	-5
C/C=C/c1ccc(C2[C@H]3CNC[C@@H]2N3C(=O)Nc2cc(F)ccc2F)cc1 (some centres undefined)	.	8&14	13&-5	0.0&0.4	.	.	.	2&-1

The main list resumes; the six compounds before the break are reprinted first.
SMILES	RAD54 inh	RAD52 inh	ERp5 inh	E-selectin induc	ARNT TACC3 PPI	PglD inh	esBAF inh	CASP6 VEID inh
COc1ccc(/C=C(\C#N)C(=O)Nc2cc(C)c(Cl)cc2OC)cc1O	.	-48	1	-0.5	2	.	.	-2
CCOC(=O)C1C(=O)CC(=O)CC1CC(C)SCC (centres undefined)	6	.	.	.	4	-1	-7	.
CCOC(=O)/C(C#N)=C/C=C1/C=CC=CN1C	-17	-35	9	.	1	-3	.	-5
COc1ccc(Cn2c(C(C)C)nc3sc4ccccc4c(=O)c3c2=O)cc1	6	0	0	.	4	-2	.	4
COc1ccccc1NC(=O)/C(C#N)=C/c1ccc(OCCN2CCOCC2)c(OC)c1	-2	.	.	.	-2	-1	16	.
CC1(C)CC2CC(C)(CN2S(=O)(=O)c2ccc(C(=O)Nc3ccc(S(=O)(=O)N4CCOCC4)cc3)cc2)C1 (centres undefined)	.	-12	3	1.6	-18	.	.	1
CN1OC[C@@H]2CN(S(=O)(=O)c3cccc(C(F)(F)F)c3)[C@H](c3ccc(-c4cccnc4)cc3)C[C@@H]21	0	-22	2	-0.6	.	0	4	0
O=C(Nc1ccccc1F)N1C[C@H]2[C@@H](c3ccccc31)[C@@H](CO)N2C(=O)C1CCOCC1	6	22	-3	-0.1	6	-1	0	3
Nc1ccc(-c2nc3ccccc3s2)cn1	-5	-17	1	.	-1	-2	13	-1
Cc1ccc(SCc2cc(=O)c3c(=O)n(-c4ccccc4)[nH]c3[nH]2)cc1	-7	-8	3	.	-1	2	-4	6
Cc1ccc(S(=O)(=O)N2CC[C@@H]3[C@@H](CO)Nc4ccc(C#Cc5ccc(F)cc5)cc4[C@@H]32)cc1	-5	-6	2	-0.7	-4	3	-4	1
C[C@H](CO)N1C[C@H](C)[C@@H](CN(C)Cc2ccncc2)Oc2ccc(NC(=O)Nc3ccccc3)cc2C1=O	4	10	-9	.	0	2	-1	1
CCOC(=O)[C@]12CCCC=C1N(Cc1ccco1)C(=O)[C@H](CC(=O)NCCc1ccccc1OC)C2	.	-6	0	-0.1	.	.	.	0
COc1cccc(S(=O)(=O)NCc2ccc(C(=O)Nc3cccc(Cl)c3)cc2)c1	0	.	.	.	-1	2	-1	.
Cc1ccc(C)c(NC(=O)CN(C)C(=O)C2CCN(C(=O)Nc3ccccc3)CC2)c1	.	-10	0	.	-24	.	.	5
COc1ccc(S(=O)(=O)N2C[C@H](O)COC[C@@H]3O[C@H](CC(=O)N[C@H]4CCN(Cc5ccccc5)C4)CC[C@H]32)cc1	14	.	.	0.0	13	-28	-2	.
Fc1cccc(/C=N/Nc2nncc3ccccc23)c1	-1	-8	-1	0.3	2	2	-4	-5
C[C@H](CO)N1C[C@H](C)[C@@H](CN(C)C(=O)Nc2ccc(C(F)(F)F)cc2)Oc2ccc(NS(C)(=O)=O)cc2C1=O	-2	3	-1	.	-8	6	4	2
COc1ccc(S(=O)(=O)N2CCCC2CNC(=O)C(=O)NC2CCCCCC2)cc1 (centres undefined)	.	-10	1	-1.5	4	.	.	-2
Cc1ccc(-c2ccc([C@@H]3[C@@H](CO)N4CCCCN(Cc5cncnc5)C[C@@H]34)cc2)cc1	-1	8	-4	-0.2	11	1	.	0
COc1cc(OC)cc(C(=O)N/N=C2/SCC(=O)N2Cc2ccco2)c1	0	-1	-1	-0.8	-1	-5	-2	7
CC(=O)Nc1ccc(S(=O)(=O)N[C@H](C(=O)O)C(C)C)cc1	-4	.	.	.	-15	0	-3	.
O=C(CCS(=O)(=O)c1ccccc1Cl)NCc1ccc(F)cc1	.	-15	-4	-0.1	5	.	-5	-2
CCCc1nnc(NC(=O)CC(=O)Nc2ccccc2C(=O)O)s1	0	.	.	.	-3	-4	-14	.
CCN(CC)S(=O)(=O)c1ccc(C(=O)N(c2ccc(C)cc2)C2C=CS(=O)(=O)C2)cc1 (centres undefined)	.	-13	5	0.1	-2	.	-6	0
COc1ccc(OCC(=O)Nc2cc3c(cc2C(=O)O)OCCCO3)cc1	-8	-12	2	0.0	-1	6	1	6
COc1cc(CNCCc2c[nH]c3ccccc23)cc(Cl)c1OCC(N)=O	-29	19	0	0.3	2	-1	0	-11
c1ccc(CN2CCN(c3nc4ccccc4s3)CC2)cc1	0	-14	2	1.3	-2	-1	?	-1
O=C1Nc2cc(C(=O)N3CCC(N4CCCCC4)CC3)ccc2S/C1=C\c1ccccc1	22	40	1	.	28	3	-16	-47
C[C@H]1CN([C@@H](C)CO)C(=O)c2cccc(NC(=O)Nc3ccc(C(F)(F)F)cc3)c2O[C@H]1CN(C)Cc1ccc(C(F)(F)F)cc1	-2	-5	-2	-0.1	16	0	-5	-5
S=C(Nc1ccc(Cl)cc1)N1CCN(Cc2ccccc2)CC1	13	-8	2	.	2	-3	7	-4
New compounds follow
SMILES	RAD54 inh	RAD52 inh	ERp5 inh	E-selectin induc	ARNT TACC3 PPI	PglD inh	esBAF inh	CASP6 VEID inh
O=C(Nc1ccc(Cl)cc1Cl)N1CCN(c2ncccn2)CC1	9	6	2	.	-1	-9	4	1
Cc1csc(NC(=O)CSc2ccc(-c3ccccn3)nn2)n1	4	-26	6	-0.1	61*	-6	13	0
C[C@@H]1CN([C@@H](C)CO)C(=O)c2cc(NC(=O)C3CC3)ccc2O[C@H]1CN(C)Cc1ccccc1	2	9	-1	-0.1	0	4	3	1
COc1ccc2c(c1)CCc1c(C(=O)NC3CCCCC3)noc1-2	-4	.	.	.	46*	1	-5	.
NC(=O)C(c1ccccc1)c1ccc(C(=O)c2ccccc2)cc1 (centres undefined)	6	1	-5	-0.2	-7	4	3	-2
CCCN(C)C[C@H]1Oc2ncc(Br)cc2C(=O)N([C@H](C)CO)C[C@@H]1C	6	-6	-1	-1.8	-16	6	1	-3
COc1cccc(NC(=O)N(C)C[C@@H]2Oc3ncc(C#Cc4ccc(F)cc4)cc3C(=O)N([C@@H](C)CO)C[C@H]2C)c1	-1	-15	1	-0.5	9	-2	7	0
COc1ccc(NC(=O)c2cc(-c3cc(C)c(C)cc3O)n[nH]2)c(OC)c1	-19	-7	4	.	0	2	-2	-4
COc1ccc(COC(=O)C2CCN(S(=O)(=O)c3ccc(F)cc3)CC2)cc1	.	-15	-1	-0.2	10	.	3	1
COc1ccc(NC(=O)c2cc(C3CCCCN3C(=O)c3cc(OC)c(C)c(OC)c3)on2)c(C)c1 (centres undefined)	6	1	0	-0.1	.	0	-8	-2
CCOC(=O)C1=CCN(S(=O)(=O)c2ccccc2Cl)C1c1cccc(C)c1 (centres undefined)	0	1	-1	-0.2	.	4	-9	2
Cc1cccc(NC(=O)CN2C(=O)N/C(=C/c3cc(C)n(-c4cccnc4)c3C)C2=O)c1	.	-6	-4	.	-3	.	.	-5
